# Source: PubChem
# Large T inhibition: TAg ATPase/helicase activity blockers – biochemical (AID 1903); SV40 large T antigen ATPase/helicase inhibition assay; higher % means a stronger effect; inhibition, % at 20 µM; hits with a dose series show IC50 in µM; 310,000 tested, 0.39% active; in the data active = a potency from the dose series; inconclusive = inhibition mostly from about 32% at the one dose, without a potency; inactive = the rest, 99 in 100 with inhibition below about 32%; note: strong numbers were not always called active
# Dengue-2 NS5 capping: flavivirus cap methylation enzyme inhibition – biochemical, confirmation dose response, primary screen (AID 588689); Dengue-2 NS5 methyltransferase capping enzyme assay, biochemical; higher % means a stronger effect; one-dose inhibition, % at 25 µM; IC50 in µM for titrated hits; 340,000 tested, 0.3% active; in the data active = a potency from the dose series; inconclusive = inhibition above about 29% without an active follow-up result
# GPR55 antagonists: inhibition of LPI-stimulated GPR55 beta-arrestin translocation – imaging, U2OS, beta-arrestin-GFP, LPI agonist, primary screen (AID 2013). U2OS GPR55 beta-arrestin-GFP translocation imaging, LPI antagonism; higher % means a stronger effect. one-dose inhibition, % at 10 µM; IC50 in µM for titrated hits. 290,000 tested, 0.13% active;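 active = spots per cell inhibited over 60%, with over 100 cells counted and total cytoplasm intensity under 500,000; inconclusive = wells with under 100 cells, flagged as likely toxic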;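 note: U2OS cells stably carrying GPR55 and arrestin-GFP stimulated by 5 µM LPI near EC80; imaged beta-arrestin-GFP aggregate spots per cell after agonist stimulation; plate controls were LPI-stimulated DMSO wells for no effect and DMSO wells without LPI for full effect; some results filed as inactive read as strong as hits; confirmed hits need IC50 under 10 µM and bright autofluorescent wells are also inconclusive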
# AID2073: disruptors of CaV2.2 binding to Mint1 – biochemical, HTRF (AID 2073); HTRF protein-protein interaction, Mint1-CaV2.2; higher % means a stronger effect; inhibition, % at 20 µM; hits with a dose series show IC50 in µM; 290,000 tested, 0.19% active; in the data active = inhibition mostly above about 51%, no sharp cut-off; inconclusive = no clear call, values can overlap the other calls; inactive = mostly below about 53%; note: some results filed as inactive read as strong as hits
# NTR1 agonist: NTR1-driven beta-arrestin-GFP spot formation – imaging, U2OS cells, high content, primary screen (AID 493036). agonist mode. activation, % at 20 µM. 330,000 tested, 0.17% active;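 active = activation at or above 40% of the spot to cytoplasm intensity ratio, with at least 20 cells analyzed; inconclusive = wells under 20 cells, flagged as cytotoxic or low count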;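 note: 0% = DMSO without peptide and 100% = 100 nM NTR1 peptide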
# Target sequence (P30989 whole entry, looked up): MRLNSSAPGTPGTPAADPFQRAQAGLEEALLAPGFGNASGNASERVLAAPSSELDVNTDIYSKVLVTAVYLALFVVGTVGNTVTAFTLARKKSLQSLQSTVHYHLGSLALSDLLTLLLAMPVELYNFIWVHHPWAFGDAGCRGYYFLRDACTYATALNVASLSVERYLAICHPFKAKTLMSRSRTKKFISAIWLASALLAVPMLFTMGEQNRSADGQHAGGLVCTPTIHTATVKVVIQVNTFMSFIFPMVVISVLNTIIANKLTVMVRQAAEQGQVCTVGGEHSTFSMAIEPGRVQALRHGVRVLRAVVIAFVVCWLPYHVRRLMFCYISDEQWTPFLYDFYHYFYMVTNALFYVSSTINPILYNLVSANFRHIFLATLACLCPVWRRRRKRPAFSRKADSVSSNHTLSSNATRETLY
# GPR55 activation: GPR55 agonists via beta-arrestin recruitment, primary screen, imaging, U2OS cells, beta-arrestin-GFP redistribution (AID 1961); U2OS GPR55 beta-arrestin-GFP redistribution imaging; higher % means a stronger effect; activation, % at 10 µM; hits with a dose series show EC50 in µM; 290,000 tested, 0.048% active;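 active = activation above 40% with more than 50 cells counted in the well; inconclusive = wells holding fewer than 50 cells, flagged as toxic or sparse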;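 note: U2OS osteosarcoma cells stably expressing GPR55 and beta-arrestin-GFP; plate controls were DMSO negative control for no effect and LPI positive control for full effect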
# Rac1 GTP hydrolysis: MgcRacGAP GTPase-activating activity inhibitors, confirmation, biochemical, ADP Hunter fluorescence | MgcRacGAP-stimulated Rac1 GTP hydrolysis, ADP Hunter fluorescence; higher % means a stronger effect; GST-tagged Rac1 F28L mutant substrate | one-dose inhibition, % at 30 µM; IC50 in µM for titrated hits | 340,000 tested, 0.6% active;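 active = first-screen hits whose inhibition reached a set limit at any dose in the follow-up dose series; inconclusive = inhibition above the set first-screen limit but never retested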;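 note: fluorescence reports GDP produced by GAP-driven GTP hydrolysis; strong numbers were not always called active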
# GPR35 antagonists: inhibition of zaprinast-stimulated GPR35 beta-arrestin translocation – imaging, U2OS, beta-arrestin-GFP, zaprinast agonist, primary screen (AID 2058); U2OS GPR35 beta-arrestin-GFP translocation imaging, zaprinast antagonism; higher % means a stronger effect; inhibition, % at 10 µM, or IC50 in µM where a hit was titrated; 290,000 tested, 0.052% active;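 active = inhibition of at least 50% with at least 30 cells and total cytoplasm GFP at most 10,000,000; inconclusive = under 30 cells or total GFP of 10,000,000 plus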
# Yfh1-depleted yeast: mitochondrial function rescue without frataxin homolog – Friedreich's ataxia, plus single-dose screen, dose response (AID 1465); S. cerevisiae Yfh1-off respiration, WST-1 reduction, 72 h; higher fold induction means a stronger effect; one-dose fold induction at 50 µM; EC50 in µM for titrated hits; 220,000 tested, 0.074% active;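 active = fold induction of absorbance versus untreated yeast above a set limit, then at least 30% activation at any dose in follow-up; inconclusive = repeats straddling the limit, or above it without dose testing; inactive = fold induction below the set limit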;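 note: activators that raise dye reduction in frataxin-depleted yeast; strong numbers were not always called active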
# NTR1 agonist cell count 20 µM: also measured in NTR1 agonist; calls as there; cell count; measured here: cell count, cytotoxicity flag
# Starred values were filed as active, the others as inactive; i = inactive; ? = inconclusive; . = no result given.
SMILES,Large T inhibition,Dengue-2 NS5 capping,GPR55 antagonists,AID2073,NTR1 agonist,NTR1 agonist cell count 20 µM,GPR55 activation,Rac1 GTP hydrolysis,GPR35 antagonists,Yfh1-depleted yeast
O=C1CC(Cc2ccccc2)C(=O)N1c1ccc(Cl)cn1 (stereo not drawn),13.2%,0.8%,10.9%,3.4%,2.7,60,-0.1%,7.5%,21.6%,i
CCN1CCN(C(=O)C2CCN(c3nnc(-n4c(C)ccc4C)s3)CC2)CC1,.,3.6%,8.1%,24.6%,-1.2,56,-0.3%,3.1%,-3.2%,.
COc1ccc2oc(N)c(C=O)c(=O)c2c1,5.1%,-5.2%,-2.2%,2.4%,1.7,63,-0.1%,-12.0%,-11.2%,i
COc1ccc(C=NCCCN2CCOCC2)cc1,0.4%,-3.4%,-4.5%,4.9%,0.8,61,0.2%,11.9%,2.1%,i
C/C(=N\Nc1nc(N)cc(Cl)n1)c1cccc(N)c1,7.1%,5.5%,1.8%,7.5%,0.3,61,0.5%,3.8%,-2.6%,i
CCc1cc(=O)oc2c(C)c(OS(C)(=O)=O)ccc12,.,4.4%,.,.,1.8,58,.,9.2%,.,i
CCCCc1ccc(NC(=O)c2ccc(N(C)S(C)(=O)=O)cc2)cc1,0.1%,-15.1%,-6.8%,11.2%,4.3,49,0.4%,-2.5%,-12.7%,i
Cc1cc(C)nc(NS(=O)(=O)c2ccc(NS(=O)(=O)c3ccsc3)cc2)n1,3.0%,.,2.0%,2.0%,0.5,46,-0.3%,.,-0.9%,i
COc1cc(/C=C(/C(=O)c2cccs2)c2nc3ccccc3[nH]2)ccc1O,?,-13.5%,27.5%,-6.4%,20.1,91,0.4%,?,-1.4%,i
Cc1cccc(Cl)c1OCCN1CCCC1,9.7%,-7.1%,3.5%,13.0%,-1.2,43,-0.2%,31.4%,-15.7%,.
Cc1ccc(C)c(OCCCCN2CCNCC2)c1C,-0.5%,-4.8%,15.2%,8.7%,0.7,81,-0.1%,4.4%,-2.2%,.
O=C(CSc1ncccn1)NN=C1CCCCCC1,16.2%,-8.1%,5.7%,10.3%,-0.5,61,-0.3%,6.3%,7.2%,i
CCCc1sc(N/N=C/c2ccccn2)nc1-c1ccc(F)cc1,14.3%,-1.4%,-6.4%,-13.2%,4.0,39,0.4%,11.9%,-3.6%,i
O=C(CN1C(=O)C2CC=CCC2C1=O)Nc1ccc(Br)cc1 (stereo not drawn),11.2%,-0.3%,18.9%,10.5%,0.6,59,0.3%,5.0%,-7.9%,.
CC(=O)c1ccccc1OC(=O)CCN1C(=O)c2ccccc2C1=O,4.2%,-5.3%,-6.9%,0.3%,0.4,75,-0.1%,-2.5%,1.9%,i
Cc1cc(-n2nc(C)cc2C)n2ncc(-c3ccccc3)c2n1,3.8%,1.5%,15.1%,2.8%,-1.9,79,0.1%,1.9%,15.7%,i
COc1ccc(CNC(=O)C2CCN(S(=O)(=O)N3CCCC3)CC2)c(OC)c1,6.8%,-3.6%,-3.8%,14.8%,-0.2,54,0.7%,8.2%,0.3%,.
CCOc1cc(CN2CCN(S(=O)(=O)Cc3ccccc3)CC2)ccc1OC,-0.6%,1.7%,-11.2%,-2.9%,1.4,53,-0.2%,8.9%,-0.3%,.
Cc1cc(C(=O)CSc2nc3ccccc3o2)c(C)n1C1CC1,6.1%,-4.8%,11.6%,-11.5%,0.5,100,0.2%,8.1%,1.6%,i
CC(=O)c1ccc(N2CCN(S(=O)(=O)c3cccc4nsnc34)CC2)cc1,-16.9%,-3.6%,11.2%,15.0%,0.7,53,-0.1%,4.2%,2.9%,i
COc1ccc(-c2cc(C(F)(F)F)nc(NCc3cccnc3)n2)cc1,10.3%,-3.2%,1.6%,-2.4%,1.1,71,-0.2%,7.1%,-1.3%,i
O=C(COC(=O)c1ccco1)NCc1ccc(F)cc1,17.0%,1.5%,-0.8%,9.7%,-0.7,44,0.0%,5.3%,-17.9%,i
O=C(Nc1nnc(C2CC2)s1)c1cccs1,-1.7%,1.9%,10.8%,-2.0%,-0.9,76,0.0%,8.7%,0.8%,.
CCCc1[nH]n(-c2nc3ccccc3s2)c(=O)c1C=NCCCOC,16.5%,5.5%,2.7%,11.2%,3.3,45,0.9%,-2.2%,1.9%,i
CCOC(=O)c1c(NC(=O)CN2C(=O)NC3(CCCCC3C)C2=O)sc(C)c1C (stereo not drawn),9.8%,-3.9%,6.9%,1.1%,14.8,78,-0.2%,2.7%,-3.7%,i
Cc1cc(C)n(C(=O)c2cccc([N+](=O)[O-])c2C)n1,3.2%,-3.9%,4.5%,10.2%,-1.7,55,-0.2%,-6.4%,16.5%,.
CN(C)C(CNC(=O)CSc1nnc(-c2ccco2)o1)c1ccccc1 (stereo not drawn),6.8%,6.9%,.,.,-0.4,68,.,-4.2%,.,i
CCOc1ccc(NC(=O)CN(C)C(=O)CSCc2cccc(C)c2)cc1OCC,8.8%,6.5%,.,.,-1.1,52,.,-0.7%,.,.
Cc1cc(C)c(S(=O)(=O)Nc2ccccc2C(=O)N2CCOCC2)c(C)c1,-3.9%,1.3%,14.8%,-5.6%,0.7,39,-0.1%,5.1%,-14.1%,.
O=C1c2cc3ccccc3c(-c3ccccc3)c2C(=O)N1c1ccccn1,1.9%,-0.7%,14.0%,3.5%,3.7,32,0.9%,4.7%,4.8%,i
COC(C/C=C/[C@@H](O)[C@@H](C)OCc1ccccc1)OC,10.4%,-2.0%,.,.,-3.4,74,.,12.3%,.,i
Cc1ccc(S(=O)(=O)NCC2NCCc3ccccc32)cc1 (stereo not drawn),7.0%,1.6%,9.4%,6.3%,0.2,47,0.1%,6.9%,-3.5%,i
CCN1CCc2c(OCC(=O)N3N=C(c4cccs4)CC3c3ccc(F)cc3)cccc2C1=O (stereo not drawn),22.2%,-5.8%,7.0%,4.7%,4.7,45,-0.2%,-2.0%,1.1%,.
Cc1ccc(S(=O)(=O)N2CCCC2C(=O)NC2=NCCS2)cc1 (stereo not drawn),1.8%,-6.1%,10.5%,-2.7%,0.0,45,1.0%,14.6%,11.0%,i
Cc1cccc(OCCn2ccnc2)c1,11.3%,-7.0%,-0.8%,-1.6%,-1.2,48,-0.1%,-0.3%,12.7%,.
Cc1nnc2c(SC(C)C)nc3ccccc3n12,7.1%,2.3%,7.9%,16.2%,4.9,48,-0.1%,11.8%,-8.6%,.
O=C1CC(C(=O)Nc2cc(Cl)ccc2Cl)n2ncnc2N1 (stereo not drawn),-1.2%,-12.5%,22.8%,2.7%,1.4,37,0.3%,0.1%,16.9%,i
Cc1cccc(NC(=O)Cn2cc(C(=O)c3ccco3)c3ccccc32)c1,3.4%,-1.4%,16.3%,6.2%,2.9,49,0.4%,9.7%,13.6%,i
Cc1cc(C)nc(N2CCN(c3ncnc4c3cnn4Cc3ccc(Cl)cc3Cl)CC2)n1,.,.,2.1%,1.9%,3.4,84,7.8%,.,25.8%,i
Cc1ccc(NC(=O)COC(=O)Cc2ccsc2)c(C)c1,6.7%,1.5%,-0.9%,3.2%,1.9,26,0.0%,-1.4%,5.3%,i
COc1ccc(-c2cc(C(=O)Nc3ccc(C(N)=O)cc3)c3ccccc3n2)cc1OC,4.5%,0.0%,-35.7%,28.3%,3.6,84,0.8%,12.9%,-3.4%,i
Cc1cccc(CCN(C(=O)c2csnn2)C(C(=O)NC2CCCC2)c2ccco2)c1 (stereo not drawn),8.6%,-0.8%,0.1%,0.4%,1.0,43,0.0%,0.2%,19.0%,.
O=C(NCCN1CCOCC1)c1cc2c(=O)n3ccccc3nc2n1Cc1ccccc1,13.7%,-3.6%,-18.7%,?,-0.9,96,-0.3%,0.5%,6.0%,i
COC(=O)c1ccc2c(=O)n(Cc3ccc(C(=O)NC4CCCC4)cc3)c(=S)[nH]c2c1,-8.7%,-9.0%,-0.1%,-7.0%,1.9,49,0.2%,-8.9%,6.5%,i
COCCCNC(=O)CCNS(=O)(=O)c1ccc(C)cc1,-0.2%,-1.6%,-1.4%,-1.9%,-0.4,80,-0.1%,-6.4%,-2.9%,i
CN(C(=O)COC(=O)CCc1c[nH]c2ccccc12)C(c1ccccc1)c1ccccc1,0.0%,-3.2%,3.1%,14.7%,0.0,26,-0.1%,0.1%,11.7%,i
C=CCNC(=S)NNC(=O)CCC(O)CCCCC (stereo not drawn),10.4%,-2.1%,8.1%,-4.2%,0.0,48,-0.1%,11.0%,-18.2%,i
CCOC(=O)COc1ccc(C(=O)NC2CCCCC2)cc1,12.5%,-7.6%,-4.0%,4.8%,3.3,54,-0.1%,-1.8%,12.5%,i
CCCCSc1nnc2[nH]c(=O)cc(N)n12,8.9%,-5.7%,-1.9%,-12.2%,1.9,84,0.3%,0.6%,2.5%,i
COc1ccc(CN2C(=NC(=O)C3CC3)SC3CS(=O)(=O)CC32)cc1OC (stereo not drawn),6.0%,-3.5%,-4.2%,-4.7%,-1.2,66,-0.1%,-47.9%,14.9%,.
CC1CN(S(=O)(=O)N2CCOCC2)CCN1S(=O)(=O)N1CCOCC1 (stereo not drawn),-0.2%,-5.7%,-1.1%,?,-0.4,42,-0.1%,9.9%,-1.3%,i
Cc1ccc(S(=O)(=O)/C(C#N)=C/c2c(N3CCN(C)CC3)nc3c(C)cccn3c2=O)cc1,4.2%,-17.4%,3.8%,16.0%,1.2,51,0.0%,9.2%,-1.8%,i
C/C(CC(=O)Nc1ccccn1)=N\NC(=O)C(=O)Nc1cccc(Cl)c1C,13.2%,-1.1%,8.0%,3.3%,-0.3,31,0.3%,8.6%,6.3%,i
CC(C)Oc1cccc(C(=O)Nc2ccc(N3CCN(S(C)(=O)=O)CC3)cc2)c1,4.2%,-0.8%,11.7%,4.7%,4.7,79,-0.1%,6.5%,-7.2%,i
COc1nc(N/N=C/c2ccccc2F)nc(N2CCCCC2)n1,-5.1%,-4.9%,8.4%,-1.2%,3.4,50,-0.2%,0.1%,-4.7%,i

# 2 compounds picked at random from those above, as already listed:
SMILES,Large T inhibition,Dengue-2 NS5 capping,GPR55 antagonists,AID2073,NTR1 agonist,NTR1 agonist cell count 20 µM,GPR55 activation,Rac1 GTP hydrolysis,GPR35 antagonists,Yfh1-depleted yeast
C/C(CC(=O)Nc1ccccn1)=N\NC(=O)C(=O)Nc1cccc(Cl)c1C,13.2%,-1.1%,8.0%,3.3%,-0.3,31,0.3%,8.6%,6.3%,i
CC1CN(S(=O)(=O)N2CCOCC2)CCN1S(=O)(=O)N1CCOCC1 (stereo not drawn),-0.2%,-5.7%,-1.1%,?,-0.4,42,-0.1%,9.9%,-1.3%,i
